TAAR1 antag: human TAAR1 antagonists, primary screen, Fluo-8 calcium fluorescence, CHO RD-HGA16 cells | hit rate 1.5% among 360,000 | antagonist | inhibition, % at 3 µM | AID 624466, 2012;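 active = inhibition above a per-plate cutoff, the mean inhibition of test compounds on that plate plus 3 SD, cut at about 49% in these data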;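 note: 0% = DMSO plus EC80 beta-PEA response and 100% = DMSO alone without agonist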
Target sequence (Q96RJ0 whole entry, looked up): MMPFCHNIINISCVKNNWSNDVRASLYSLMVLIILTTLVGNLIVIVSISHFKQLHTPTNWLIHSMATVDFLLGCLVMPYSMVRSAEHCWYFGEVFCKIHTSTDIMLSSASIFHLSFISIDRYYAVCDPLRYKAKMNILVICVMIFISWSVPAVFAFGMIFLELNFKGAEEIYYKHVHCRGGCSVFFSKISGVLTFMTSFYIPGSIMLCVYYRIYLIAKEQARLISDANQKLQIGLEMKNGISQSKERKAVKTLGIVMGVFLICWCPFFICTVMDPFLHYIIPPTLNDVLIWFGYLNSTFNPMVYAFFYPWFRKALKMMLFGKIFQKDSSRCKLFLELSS
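Test system – hTAAR1-expressing CHO RD-HGA16 cells, Gα16-coupled · Also added – β-PEA at EC80 concentration, post-compound challenge · Compound – 3 µM, single point · Incubation – dye loading 75 min at 37 °C, then 30 min room temperature · Measured by – Fluo-8 intracellular calcium dye fluorescence, real-time kinetic reads · Benchmarks – vehicle and agonist controls · Replicates – singlicate, one well per test compound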
CHO-K1 Ca PAM: nonselective calcium activators in parental CHO-K1 cells, primary screen, counter-screen for M1 PAM project, cell-based, Fluo-8 calcium fluorescence, full deck, 1536-well. ATP EC20; 0% at ATP EC20, 100% at ATP max. activation, % at 3 µM. hit rate 0.02% among 360,000;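 active = activation above the run cutoff, the mean activation of all test compounds plus 3 SD, cut at about 40% in these data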;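 note: peak over basal fluorescence ratio in a 140 s read after ATP addition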
M4 PAM: human M4 muscarinic receptor positive allosteric modulators, primary screen, CHO-K1 cells, Fluo-8 calcium fluorescence | Muscarinic acetylcholine receptor M4 (Homo sapiens), P08173 | CHO-K1 hM4/Gqi5, ACh EC20; 0% = ACh EC20, 100% = maximal ACh | activation, % at 3 µM | hit rate 0.4% among 360,000 | AID 624126, 2012;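 active = activation above its plate's cutoff, the mean activation of sample wells plus 3 SD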; note: some results filed as inactive read as strong as hits
CHRM5 agonist: human M5 muscarinic receptor agonists, primary screen, CHO-K1 cells, Fluo-8 calcium fluorescence. CHO-K1 hM5 cells; 0% DMSO wells, 100% maximal acetylcholine response. hit rate 0.19% among 360,000. activation, % at 3 µM. AID 624037, 2012. Muscarinic acetylcholine receptor M5 (Homo sapiens), P08912;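 active = activation above the run's mean over test compounds plus 3 SD, cut at about 23% in these data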;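 note: signal is peak over basal fluorescence ratio across the kinetic read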
Target sequence (P08912 whole entry, looked up): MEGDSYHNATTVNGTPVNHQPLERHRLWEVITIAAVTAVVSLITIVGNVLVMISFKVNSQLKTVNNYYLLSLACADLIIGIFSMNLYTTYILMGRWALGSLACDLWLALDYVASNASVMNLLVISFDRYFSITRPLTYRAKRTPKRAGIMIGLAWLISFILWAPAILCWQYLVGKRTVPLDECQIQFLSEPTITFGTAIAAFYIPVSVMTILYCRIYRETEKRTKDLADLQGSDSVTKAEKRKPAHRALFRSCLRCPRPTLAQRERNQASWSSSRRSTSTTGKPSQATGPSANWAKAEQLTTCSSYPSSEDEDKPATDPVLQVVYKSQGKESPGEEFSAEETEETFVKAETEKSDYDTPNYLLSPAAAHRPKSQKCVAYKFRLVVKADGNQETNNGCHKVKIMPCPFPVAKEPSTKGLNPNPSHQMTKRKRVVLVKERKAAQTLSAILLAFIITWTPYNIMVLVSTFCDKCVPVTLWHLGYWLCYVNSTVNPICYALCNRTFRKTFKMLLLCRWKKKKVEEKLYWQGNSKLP
CRFBP-R2 agonist: agonists of CRF-BP/CRF-R2 complex, primary screen, cell-based, HEK293, calcium dye fluorescence, uHTS | CRF-binding protein / CRF receptor 2 complex (human) | hit rate 0.46% among 350,000 | AID 588473, 2011 | activation, % at 13.2 µM | calcium dye fluorescence (FLIPR); percent of saturating CRF peptide response;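 active = activation of at least 50%, plus an integration ratio under a set limit after plate pattern correction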;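 note: plate controls were neutral control wells without compound for no effect and CRF at EC100 for full effect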
TAAR1 agonist: human TAAR1 agonists, primary screen, Fluo-8 calcium fluorescence, CHO RD-HGA16 cells; Trace amine-associated receptor 1 (Homo sapiens), Q96RJ0; vehicle wells 0%, saturating PEA agonist 100%; activation, % at 3 µM; hit rate 0.99% among 360,000; AID 624467, 2012;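 active = activation above the mean activation of all test compounds in the run plus 3 SD, cut at about 38% in these data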
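System: CHO-derived RD-HGA16 cells with stable Gα16 and human TAAR1 / Times: 17-24 h plating, Fluo-8 75 min 37 °C, 30 min RT / Technique: calcium-sensitive Fluo-8 signal, excitation 470-495, emission 515-575 nm / Measure: % activation relative to PEA EC100 response / Benchmarks: DMSO and PEA EC100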
CRFR2-BP antag: antagonists of CRF-BP/CRF-R2 complex, primary screen, cell-based, HEK293, calcium dye fluorescence, uHTS. CRF-induced calcium fluorescence. inhibition, % at 11.8 µM. hit rate 0.59% among 350,000. AID 588475, 2011;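 active = inhibition of the ligand-induced calcium signal above about 50% at the single tested concentration, limit read from the data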
CHRM5 PAM: human M5 muscarinic receptor positive allosteric modulators, primary screen, CHO-K1 cells, Fluo-8 calcium fluorescence | Muscarinic acetylcholine receptor M5 (Homo sapiens), P08912 | CHO-K1 hM5, ACh EC20 PAM; 0% = ACh EC20, 100% = ACh EC100 | activation, % at 3 µM | hit rate 0.3% among 360,000;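 active = activation above the run cutoff, the mean activation of all test compounds plus 3 SD, cut at about 18% in these data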
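Measured by: Fluo-8 calcium fluorescence; material: human M5 receptor in CHO-K1 cells; schedule: Post-acetylcholine fluorescence recording 140 s; benchmarks: low control EC20 acetylcholine (0%), high control EC100 acetylcholine (100%); read-out: Max/basal fluorescence ratio as % of EC20–EC100 ACh window; compound: single dose, 3 µM nominal final test concentration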
M5 antag: human M5 muscarinic receptor antagonists, primary screen, CHO cells, Fluo-8 calcium fluorescence. hit rate 0.59% among 360,000. Muscarinic acetylcholine receptor M5 (Homo sapiens), P08912. CHO-hM5 cells, ACh EC80. inhibition, % at 3 µM. AID 624040, 2012;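 active = inhibition above a per-plate cutoff, the mean of that plate's test compounds plus 3 SD, cut at about 27% in these data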;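 note: 0% = acetylcholine EC80 with DMSO and 100% = DMSO without agonist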
Starred values were filed as active, the others as inactive; nt = not tested or not shown. Hits appear at their usual frequency. About 4.2% of those tested had a hit in this group.

SMILES | TAAR1 antag | CHO-K1 Ca PAM | M4 PAM | CHRM5 agonist | CRFBP-R2 agonist | TAAR1 agonist | CRFR2-BP antag | CHRM5 PAM | M5 antag
CCOc1ccccc1-n1c(=S)sc2c(=O)n(-c3ccc(F)cc3)c(SCC(=O)O)nc21 | 1 | 13 | 9 | -2 | -0.8 | 2 | 5 | 2 | 2
CCOC(=O)C1(CC2CCCCO2)CCN(C(=O)Nc2ccc(C)c(C)c2)CC1 (stereo not given) | 13 | -1 | 1 | -1 | 1.5 | 3 | 3 | -6 | 1
Cc1cccc(C(=O)O[C@H]2[C@H](C)NS(=O)(=O)[C@H]3CC4C=C[C@]23O4)c1 | 9 | -25 | 10 | 1 | -0.1 | 4 | -4 | 6 | 13
O=C(/C=C/c1cccc(F)c1)OCC(=O)N1CCc2ccccc21 | 49* | 1 | 1 | 2 | -0.1 | 20 | -11 | -3 | 3
Cc1occc(=O)c1OC(=O)Nc1ccc(Cl)c(Cl)c1 | 1 | 6 | -13 | 10 | 16 | 14 | 14 | -16 | 25
FC(F)(F)c1cc(C(F)(F)F)n2nc(-c3sccc3-n3cccc3)cc2n1 | -6 | 6 | 17 | -1 | 14 | 18 | -118 | 3 | -9
COc1ccc2nc(SC)cc(C)c2c1 | -36 | 2 | -4 | -4 | 0.2 | 0 | -11 | 4 | 1
CC(=O)c1cc(-c2ccccc2)n(CCC(=O)NC2CCCC2)c1C | 4 | 25 | 11 | -3 | -2.4 | 1 | -10 | 1 | 4
CCc1noc(C)c1C(=O)N1CCN(S(=O)(=O)c2cccc(C(F)(F)F)c2)CC1 | -1 | 20 | 1 | 1 | -0.3 | 6 | 7 | -2 | 3
O=c1c(-c2ccccc2)c(O)cc(-c2ccncc2)n1-c1ccc(Cl)cc1 | 1 | -12 | 1 | -1 | 0.4 | 5 | -9 | 1 | 9
NNc1nc2cccnc2n(CCNc2ncc(C(F)(F)F)cc2Cl)c1=O | -4 | 19 | 2 | -4 | 0.0 | -1 | 25 | -4 | 9
Cn1cnc2c1c(=O)n(Cc1ccc(F)cc1Cl)c(=O)n2C | -1 | 16 | 8 | -2 | 0.2 | 12 | 0 | 5 | -2
COc1ccc(NS(=O)(=O)c2ccc(NC(=O)c3ccc(N(C)S(C)(=O)=O)cc3)cc2)c(OC)c1 | 16 | 3 | -6 | 0 | -0.1 | 3 | -12 | 2 | -1
O=C(COC(=O)Cc1c(Cl)cccc1Cl)Nc1ccccc1-c1ccccc1 | 62* | 17 | 0 | -3 | 1.3 | 5 | 28 | -3 | -3
c1ccc(-c2nnc3n2CCCC3)cc1 | 4 | 23 | 4 | 0 | -0.4 | 3 | 12 | 6 | -6
O=C(COc1ccccc1Cl)N1CCN(C(=O)c2ccco2)CC1 | -10 | 7 | 1 | -4 | -0.6 | 4 | -10 | -1 | 7
COc1cc([N+](=O)[O-])ccc1NC(=O)NCc1ccccn1 | -1 | 11 | -5 | -3 | -0.9 | 3 | 16 | -1 | -2
O=C(NCc1nc2ccccc2[nH]1)C1=C[C@H](c2ccccc2)C[C@H](OCc2ccc(CO)cc2)O1 | 26 | 19 | 11 | 2 | -1.0 | 5 | 0 | -1 | 4
COc1ccc(CCNc2ccc(N3C(=O)CC(C)C3=O)cc2[N+](=O)[O-])cc1OC (stereo not given) | 50* | -12 | -27 | 12 | 5.7 | 11 | -5 | -27 | 15
CC1CCCN(C(=O)Cn2nnc(-c3ccc(F)cc3)n2)C1 (stereo not given) | -14 | -10 | 0 | 0 | 1.4 | 5 | 0 | -1 | 4
CCN(C[C@H]1N[C@@](Cc2ccccc2)(C(=O)OC)[C@H]2C(=O)N(Cc3ccccc3)C(=O)[C@@H]12)C(=O)Nc1ccc(C(F)(F)F)cc1 | 2 | -15 | -6 | 8 | 2.2 | 7 | -2 | -8 | 24
Cc1nnc(SCC(=O)NC2CC2)n1CCc1ccccc1 | -9 | 18 | 6 | -11 | 0.0 | 13 | 3 | 14 | -7
CCOc1cc(/C=N/N=C(N)N)ccc1OCc1ccc(Cl)cc1 | -9 | 12 | -5 | -4 | 0.0 | 18 | -78 | -3 | 3
CC(C)COC(=O)Cn1cnc2ccc(Br)cc2c1=O | 4 | 9 | 6 | -5 | 0.2 | 0 | -18 | 0 | 10
CC(C)c1nnc(NC(=O)CCC(=O)Nc2ccc(Cl)cc2)s1 | 1 | 2 | 1 | -2 | 1.4 | 2 | -13 | -3 | 0
SMILES | TAAR1 antag | CHO-K1 Ca PAM | M4 PAM | CHRM5 agonist | CRFBP-R2 agonist | TAAR1 agonist | CRFR2-BP antag | CHRM5 PAM | M5 antag
Cc1ccc2nc(N3CC(C)OC(C)C3)nc(-c3ccccc3)c2c1 (stereo not given) | -41 | -5 | 0 | -2 | -0.1 | 5 | -15 | 5 | -7
CC(C)(C)c1ccc(/C=N/NC(=S)NCc2ccccc2)cc1 | -11 | 11 | 25* | 1 | 2.6 | 14 | 1 | -1 | 4
CNC(=S)N(CCCn1ccnc1)Cc1c(F)cccc1Cl | 2 | 19 | -11 | -7 | -0.8 | 1 | 5 | 4 | 14
COc1cccc(NC(=O)NC2CCN(Cc3nnnn3Cc3ccc(F)cc3)CC2)c1 | 9 | 7 | 3 | -5 | -3.1 | 4 | 3 | 3 | 4
Cc1cc2nc(-c3ccccc3)c(Cc3cccc(Cl)c3)n2c(C)c1Br | -15 | 13 | 2 | 2 | nt | -2 | nt | 3 | -2
S=C1N(c2ccccc2)C(c2ccc(Br)cc2)N2CCCN12 (stereo not given) | -6 | 14 | -55 | -19 | -0.5 | -1 | 2 | -37 | 38*
Cc1nnc(SCC(=O)N(C)C2CCCCC2)n1C | -1 | 7 | 12 | -1 | 4.0 | 2 | -15 | -5 | -2
CCOc1ccc(S(=O)(=O)NCCCn2ccnc2)cc1NC(C)=O | 2 | 7 | -1 | 0 | -0.9 | 1 | -7 | -4 | 3
CN(C)C(=O)N1CCc2ccc([N+](=O)[O-])cc21 | -20 | 14 | 9 | 0 | 0.1 | 1 | 14 | -1 | -4
Cc1cc(Nc2ccc(F)cc2Cl)n2ncnc2n1 | -21 | 21 | 11 | 3 | -2.7 | 0 | 19 | -3 | 7
CC(C)C[C@H]1CN([C@@H](Cc2ccc(O)cc2)CN2CCC[C@H]2CN2C(=O)C(=O)NC[C@@H]2Cc2ccc(O)cc2)C(=O)C(=O)N1CCc1ccccc1 | 8 | 4 | 15 | 0 | nt | 1 | nt | 5 | -11
S=C(Nc1ccc2c(c1)OCO2)N1CCCC1 | -19 | 12 | 0 | -6 | -0.5 | 1 | -6 | -8 | -3
CN(C)S(=O)(=O)c1ccc(N2CCCC2)c(C(=O)NCC2CCCCC2)c1 | -7 | -14 | 8 | 2 | -0.2 | 10 | -15 | 7 | 6
[O-]C(=C(C(=S)Nc1cccc2ccccc12)[n+]1ccccc1)c1ccc2c(c1)OCCO2 | nt | -1 | -8 | -9 | -2.1 | nt | 1 | -15 | 17
Nc1ccc(C(=O)OCC(=O)Nc2cccc(S(=O)(=O)NC3=NCCCCC3)c2)cc1[N+](=O)[O-] | 2 | -3 | 3 | 2 | 0.7 | 5 | -17 | 5 | 7
CN(C)CCNC(=O)Cc1ccc([N+](=O)[O-])cc1 | -5 | -14 | -4 | -5 | 7.2 | 0 | 2 | -1 | 5
Cc1cccc(C2c3[nH]c4ccccc4c3CCN2C(=O)Cc2n[nH]c(C)n2)n1 (stereo not given) | -4 | 20 | -1 | -1 | -0.5 | 12 | -11 | 3 | -13
O=C(CSc1nnc2ccccn12)Nc1ccc(N2CCOCC2)cc1 | 3 | -9 | 3 | 5 | -1.0 | 0 | 5 | -1 | -9
COc1ccc(C(=O)n2nc(C)cc2Nc2ccccc2)cc1 | -8 | 19 | 0 | -3 | 1.0 | -1 | -8 | -3 | -1
CN(C1=NS(=O)(=O)c2ccccc21)c1ccc(OC(=O)c2ccncc2)cc1 | -5 | 9 | 4 | -13 | -0.3 | 4 | 18 | -18 | 4
Cc1nc2nc(C)c(CCC(=O)Nc3ccc4c(c3)OCO4)c(C)n2n1 | 15 | 0 | 9 | -2 | -2.6 | 11 | 11 | -4 | 1
COc1ccc(OC)c(C2C(C#N)=C(N)Oc3cc(N)ccc32)c1 (stereo not given) | 17 | 29 | 2 | 2 | 0.1 | 3 | -9 | 4 | -1
COc1ccc(S(=O)(=O)NCc2ccc(F)cc2)cc1OC | 1 | 18 | 0 | -1 | 0.9 | 2 | 4 | -4 | 4
O=C1C(=O)N(Cc2ccco2)C(c2cccc(Cl)c2)/C1=C(\O)c1ccc2c(c1)OCCO2 (stereo not given) | -19 | 18 | -4 | -3 | 0.7 | 10 | 21 | 3 | 1
Cc1noc(C)c1CSc1nnc(-c2cc(Cl)ccc2Cl)n1N | 11 | 21 | 0 | -5 | -1.6 | 9 | 2 | -5 | -7
COc1ccccc1-c1sc2cc3c(cc2c1-c1ccc(O)cc1)OCO3 | 17 | 23 | 0 | -2 | -0.7 | 8 | 23 | 2 | 7
CCn1nc(C)c(C2C(C#N)=C(N)Oc3n[nH]c(C)c32)c1C (stereo not given) | 18 | 8 | -19 | 1 | 17 | 1 | -1 | -13 | 16
CCCc1nc(NCc2ccncc2)c2nnn(Cc3ccccc3F)c2n1 | 4 | 19 | 1 | -2 | -1.3 | 21 | -12 | 3 | -7
CCOC(=O)[C@@H]1CSCCS(=O)(=O)N1 | -14 | 10 | -3 | 0 | -2.3 | 9 | -10 | 5 | -2
COc1ccc(/C=c2\s/c(=C/C(=O)c3ccc(C)cc3)[nH]c2=O)cc1OC | 36 | 13 | 19 | -2 | 182* | 18 | -227 | -2 | 0

Entries shown so far containing bromine, in the order listed:
SMILES | TAAR1 antag | CHO-K1 Ca PAM | M4 PAM | CHRM5 agonist | CRFBP-R2 agonist | TAAR1 agonist | CRFR2-BP antag | CHRM5 PAM | M5 antag
CC(C)COC(=O)Cn1cnc2ccc(Br)cc2c1=O | 4 | 9 | 6 | -5 | 0.2 | 0 | -18 | 0 | 10
Cc1cc2nc(-c3ccccc3)c(Cc3cccc(Cl)c3)n2c(C)c1Br | -15 | 13 | 2 | 2 | nt | -2 | nt | 3 | -2
S=C1N(c2ccccc2)C(c2ccc(Br)cc2)N2CCCN12 (stereo not given) | -6 | 14 | -55 | -19 | -0.5 | -1 | 2 | -37 | 38*

Bioassay records deposited in PubChem BioAssay by several laboratories.
